Source: PubChem (Broad Institute)
esBAF inh: Bmi1 luciferase reporter increase in mESCs, primary screen, esBAF inhibitor project, mouse ES cells, Bmi1 luciferase knock-in, single point; 24 h; 100% = twice the neutral-well signal; reporter increase, % at 12.5 µM; 2% of 350,000 active; in the data active = activation above about 40%;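 note: 0% = median of the plate's neutral control wells and 100% = double that signal; a rise in the Bmi1 reporter signal indicates esBAF inhibition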
Starred values were filed as active, the others as inactive.

Compound,esBAF inh
CN1CCN(C(=O)c2ccc3c(c2)NC(=O)C(N2CCOCC2)S3)CC1 (centres undefined),-5
Cc1ccc2[nH]c(=O)c(CN(CC3CCCO3)C(=O)c3ccncc3)cc2c1 (centres undefined),-6
COCCN1Cc2c(sc(C)c2C)N(C(=O)c2ccccc2)C1,31
CS(=O)(=O)N(CCc1ccccc1)CC(=O)N1CCN(c2ccccc2)CC1,-22
Cc1cc(NCCCN(C)C)n2nc(-c3cccs3)cc2n1,-2
COc1cc(C(O)c2nc3ccccc3n2C)cc(OC)c1OC (centres undefined),10
Cc1nc(CNS(=O)(=O)c2cc(C)c(C)cc2C)cs1,-5
N#CCCn1ccc(NC(=O)c2ccc(Cl)cc2)n1,5
Cc1ccc(/C=N/N2CCN(c3ccc(Cl)cc3)CC2)o1,5
CC(C)(O)/C=C1/Oc2ccccc2C1N1CCCCC1 (centres undefined),-3
O=C(Nc1cccnc1)c1cccc(NC(=O)c2ccco2)c1,-6
COC(=O)c1ccccc1NC(=O)C1CCCN(S(=O)(=O)c2ccc(OC)cc2)C1 (centres undefined),-20
Cc1cc(CN(C)C)c(O)c(C2(C)CCCCC2)c1,-3
C=CCN1C(=O)C(Cc2ccc(F)cc2)S/C1=N/N=C/c1cccs1 (centres undefined),-12
CCC(CC)C1C(C#N)=C(N)Oc2n[nH]c(C)c21 (centres undefined),2
Cc1cc(C)n2nc(C(=O)NCc3ccco3)nc2n1,-7
CCC(=O)Nc1ccc(C(=O)c2ccccc2)cc1,33
Cc1ccccc1NC(=O)Nc1ccccc1C(=O)NCc1ccccc1,-7
COc1ccccc1OCC(=O)Nc1nc(-c2ccc(S(=O)(=O)N3CCOCC3)cc2)cs1,-2
Cc1ccc2c(N)c(C)ccc2c1,5
CCOC(=O)N/N=C/c1ccc(C)o1,-6
COc1ccc(C(c2nnnn2C2CCCC2)N2CCC(C)CC2)cc1 (centres undefined),-10
CC(=O)N1CCN(c2ccc(NC(=O)c3ccccc3Br)cc2Cl)CC1,7
O=C(COC(=O)c1ccco1)Nc1ccc2c(c1)OCCO2,-3
Cc1ccc(/C=C/C(=O)O)cc1S(=O)(=O)NCCCC(=O)O,-2
O=C(O)c1csc(Br)c1Br,-8
N#CC1=C(SCc2ccccc2)NC(=O)C(C#N)C12CCCC2 (centres undefined),-2
COCCn1nnnc1C(c1ccc(OC)cc1OC)N1CCN(c2ccccc2F)CC1 (centres undefined),10
CC(=O)NS(=O)(=O)c1ccc(NC(=S)NC(=O)C(C)C)cc1,-8
COc1ccc(Oc2nc(SC)nc3ccsc23)cc1,0
CCn1c(-c2cccs2)nc2ccccc21,10
O=C(Nc1cccc(Cl)c1)N1CCCC1,-3
O=c1c2ccccc2nc(-c2ccoc2)n1CCc1ccccc1,19
C=CCn1c(SCC#N)nc2c(c1=O)C(C)(C)Cc1ccccc1-2,5
COc1ccccc1N(CC(=O)NCc1ccccc1)S(C)(=O)=O,-5
Cc1ccc2nc(NC(=O)CN(C)S(=O)(=O)c3cccc4nsnc34)sc2c1,-10
CCC(CC)NC(=O)c1cc(OC)c(OC)c(OC)c1,-5
CCc1noc2c1/C(=N\O)CC(c1ccccc1)C2 (centres undefined),11
C=CCc1c(C)nc(C)nc1N/N=C/c1ccc([N+](=O)[O-])cc1,-5
CC1S/C(=N/N=C/c2ccco2)NC1=O (centres undefined),0
O=C1CCC([N+](=O)[O-])C(c2cccc(Cl)c2Cl)N1 (centres undefined),-2
CC1=C(C(=O)Nc2ccccn2)C(c2ccccc2)n2ncnc2N1 (centres undefined),11
COC(=O)c1ccccc1NC(=S)NC(=O)c1ccccc1,-9
CCOC(=O)CCNCC1COc2ccccc2O1 (centres undefined),-2
COc1ccc(S(=O)(=O)N2CCC(C(N)=O)CC2)c2ccccc12,10
Cc1cccc(Nc2nc(N)nc(CN3CCC(C(N)=O)CC3)n2)c1C,-4
COc1ccc(-c2nnc(N(C)C(=O)c3ccno3)s2)cc1,29
COc1ccc(N2CCN(Cc3cc(=O)oc4cc(C)c(Cl)c(C)c34)CC2)cc1,-4
O=C(COC(=O)CCN1C(=O)c2ccccc2C1=O)Nc1ccc(S(=O)(=O)N2CCCC2)cc1,-7
CCOC(=O)c1nn(-c2ccc(Cl)cc2)c2nc(Nc3ccccc3)cc(=O)n12,-1
O=c1c2cc(N3CCOCC3)ccc2[nH]c(=S)n1Cc1ccco1,6
CCCOc1ccc(C2C(C#N)=C(N)Oc3nc[nH]c(=O)c32)cc1OC (centres undefined),-5
O=C(CNC(=O)c1ccco1)NCC(=O)OCc1cccc(Cl)c1,-5
COc1cc(CO)cc(Br)c1OCc1cccnc1,-7
COc1ccc(OC)c(NC(=O)c2cc(S(=O)(=O)N3CCCCC3)c[nH]2)c1,13
COC(=O)c1cc(Cl)c(NC(=O)c2cc3ccccc3o2)cc1OC,8
Cc1ccccc1Cn1c(=O)n(Cc2ccco2)c(=O)c2ccccc21,6
CCc1nnc(NC(=O)Nc2ccc(OC)cc2)s1,34
CCOc1nonc1C(=N)/C(C(C)=O)=C(\C)O,-8
COc1ccc(Nc2nc(C)nc3c2nnn3Cc2ccccc2)cc1OC,-13

Some of these compounds in order of the esBAF inh value, lowest first.
molecule	esBAF inh
COC(=O)c1ccccc1NC(=S)NC(=O)c1ccccc1	-9
O=C(COC(=O)CCN1C(=O)c2ccccc2C1=O)Nc1ccc(S(=O)(=O)N2CCCC2)cc1	-7
O=C(CNC(=O)c1ccco1)NCC(=O)OCc1cccc(Cl)c1	-5
O=c1c2cc(N3CCOCC3)ccc2[nH]c(=S)n1Cc1ccco1	6
COC(=O)c1cc(Cl)c(NC(=O)c2cc3ccccc3o2)cc1OC	8
COc1ccc(OC)c(NC(=O)c2cc(S(=O)(=O)N3CCCCC3)c[nH]2)c1	13
CCc1nnc(NC(=O)Nc2ccc(OC)cc2)s1	34

Remaining list, next part
Compound,esBAF inh
CCOC(=O)Cn1c(N2CCCCCC2)nc2c1c(=O)[nH]c(=O)n2C,4
CCCCNC(=O)OCC(CC)NC(=O)OC(C)C (centres undefined),-5
Cc1ccc(OCC(=O)c2ccc3c(c2)CCCC3)cc1C,18
Cc1ccc(/C=c2\sc3nc(-c4ccco4)nn3c2=O)o1,-4
CC1=C(C(=O)Nc2ccc(C)cc2)C(c2ccco2)NC(=O)N1 (centres undefined),-5
CSc1nnc(-c2cnccn2)n1Cc1ccccc1,5
c1ccc(Oc2cccc(NC3=NCCC3)c2)cc1,-6
Cc1ccc(-c2nnn(CCC(=O)NC(C)(C)C)n2)cc1,36
CCCc1cc(NCCCN2CCOCC2)n2c(nc3ccccc32)c1C#N,0
CCCCCNC(=O)C(C)NS(=O)(=O)c1ccc(OC)cc1 (centres undefined),0
CCN1CCN(Cc2ccc(NC(=O)Nc3ccc(SC)cc3)cc2)CC1,39
CCN(C(=O)CSc1nnnn1-c1cc(C)ccc1OC)C1CCS(=O)(=O)C1 (centres undefined),-9
CC(CN1CCOCC1)OC(=O)c1cccc(Br)c1 (centres undefined),-1
O=S(=O)(c1ccccc1)n1ccc2cccnc21,-3
Cc1ccc(-c2nnc3c4ccccc4c(C)nn23)cc1S(=O)(=O)N1CCN(CCO)CC1,25
CCOc1ccccc1NC(=O)c1cccc(NC(=O)c2ccco2)c1,-5
CCOC(=O)NC(Nc1ccc(S(N)(=O)=O)cc1)(C(=O)OCC)C(F)(F)F (centres undefined),-8
Cc1ccc(-n2nnnc2SCn2nnc3ccccc3c2=O)cc1,33
CCOCCOC(=O)C1=C(C)N(C)C(=O)NC1c1ccccc1Cl (centres undefined),-6
CC(=O)Nc1cccc(NC(=O)CSc2nnc(Cc3cccn3C)n2-c2ccc(C)cc2)c1,-4
CCCCOc1ccc(-c2ncc(C(=O)O)c(C)n2)cc1,-3
O=C(c1ccc2c(c1)OCO2)N1CCN(c2ccccc2)CC1,4
Cc1noc(C)c1CSCC(=O)N1CCN(c2ccc([N+](=O)[O-])cc2)CC1,-37
COC(=O)c1ccc(NC(=O)c2cn(-c3cccc(C)n3)cn2)cc1,6
CS(=O)(=O)N(CC(=O)NCc1ccccn1)Cc1ccc(Cl)cc1,-11
CSc1nc2ccccc2n1Cc1cccc(F)c1,1
CCOC(=O)c1cnn(-c2cc(C)nc3c(-c4ccccc4)cnn23)c1N,8
O=S(=O)(N1CCCCC1)N1CCN(S(=O)(=O)N2CCCCC2)CC1,-3
O=S1(=O)c2cccc3cccc(c23)N1Cc1ccc(-c2nnco2)cc1,6
CCOC(=O)c1c(N)sc(C(=O)N(C)C)c1C,-14
Cc1cc2cc(CN(Cc3ccc4c(c3)OCO4)C(=O)c3ccco3)c(=O)[nH]c2cc1C,12
Cc1[nH]c2ccccc2c1Cc1n[nH]c(=S)n1C,-3
CC(C)CCn1cnc2c([nH]c3cccc(Cl)c32)c1=O,-1
COc1ccccc1-c1cc(C(=O)N2CCN(c3ccc(F)cc3)CC2)no1,5
CC(=O)Nc1ccc2nc(-c3cccs3)[nH]c2c1,26
CCOC(=O)Nc1nc(C)c(C(=O)c2ccc(Cl)cc2)s1,-3
Cc1ccc(C)c(N(CC(=O)Nc2cc(Cl)ccc2Oc2ccccc2)S(C)(=O)=O)c1,6
Oc1ccc2cccnc2c1,4
CCCNC(=S)Nc1ccc(Br)cc1,-19
O=c1c2ccccc2nc(SCc2nnc(-c3ccccc3)o2)n1-c1ccc(F)cc1F,16
CCOC(=O)CSc1nnc(CNC(=O)c2cccs2)n1-c1cc(OC)ccc1OC,-6
COC(=O)c1ccc(Oc2cc(C)nc(SC)n2)cc1,-10
CCOC(=O)C1CCN(CC(=O)Nc2c(C(=O)OC)[nH]c3cccc(C)c23)CC1,9
COc1cc2[nH]c(=O)c(C(=O)NCCCN3CCCCC3)c(O)c2cc1OC,-1
O=C(Oc1cc(-c2ccccc2)no1)c1ccc(F)cc1,0
CCOc1ccc(NC(=O)N(CCN2CCOCC2)Cc2ccc3c(c2)CCCN3CC)cc1,14
Cc1cc(NC(=O)CCc2ccc(C)o2)no1,-3
c1ccn(-c2ncnc3sc4c(c23)CCCC4)c1,5
CNc1nc(-c2ccc([N+](=O)[O-])cc2)cs1,45*
COc1nc(-c2ccccc2)cc(-c2ccccc2)n1,0
N#Cc1c(N)oc(-c2ccco2)c1-c1ccco1,-8
CCN1CCN(c2oc(COc3ccc(-c4ccccc4)cc3)nc2C#N)CC1,4
Cc1ccc(CN(c2ccc(C(=O)N3CCOCC3)cc2)S(C)(=O)=O)cc1,-9
O=C(Oc1cccc([N+](=O)[O-])c1)c1cc(-c2ccccc2)nc2ccccc12,-4
CCOC(=O)c1ccc(NC(=O)CSc2nnc(CNC(=O)c3c(F)cccc3Cl)o2)cc1,-7
COc1ccc(-n2ncc3c(NCC4CCCO4)ncnc32)cc1 (centres undefined),7
Cc1cccc2[nH]c3c(=O)n(CCN4CCNCC4)cnc3c12,-1
CC1=CC2=NCC(O)CN2C=C1 (centres undefined),-6
Cc1c(CN2CCC(C)CC2)c(=O)n(-c2ccccc2)n1C,-3
C/C(=N\NC(=O)c1csc2ccccc12)c1ccc(O)cc1,2

(next part)
Compound,esBAF inh
CCN1CCCC1CNC(=O)CCc1nc(-c2ccc(C)cc2)no1 (centres undefined),-1
Cc1c(NC(=O)CCC(=O)N2CCCCC2)c(=O)n(-c2ccccc2)n1C,-7
CCNC(=O)CN(c1ccc(C)cc1)S(=O)(=O)c1ccc(SC)cc1,4
CCOC(=O)C(CC)n1cnc2c(cnn2-c2ccc(Cl)cc2)c1=O (centres undefined),0
CCn1c(SCC(=O)NCCOc2ccccc2)nc2ccccc2c1=O,-1
CC(=NCCN1CCOCC1)C1=C(O)c2ccccc2C1=O,8
Cc1cc(C)c(C#N)c(Oc2ccccc2)n1,11
CCOC(=O)c1ccc(-c2ccc(C(=O)Nc3cccnc3)o2)cc1,58*
O=C(Nc1ccc(Cl)cc1)C1CCC(=O)N1Cc1ccccc1Cl (centres undefined),-6
CCC(C)Sc1nnc(-c2c[nH]c3ccccc23)n1CCOC (centres undefined),-7
CCOc1ccc(N2CC(C(=O)Nc3ccc(S(=O)(=O)Nc4ncccn4)cc3)CC2=O)cc1 (centres undefined),-6
CCOc1ccc(OCC(=O)Nc2ccc(S(=O)(=O)Nc3cc(C)nc(C)n3)cc2)cc1,-1
COc1ccccc1C(=O)Nc1ccccc1C(=O)N1CCCC1,2
CCC(C(=O)NC1CCCC1)N(C(=O)Cn1nnc(-c2ccc(C)o2)n1)C(C)(C)C (centres undefined),16
COc1cc(C2NC(=O)C(C#N)=C(S)N2c2ccc(C)cc2)ccc1OC(C)C (centres undefined),-3
Cc1cccc(C(=O)OCC(=O)Nc2nccs2)c1,7
CCCn1cc2c(c1-c1cccc(C)c1)c(=O)n(C)c(=O)n2C,-7
Cc1cc(C)c(C)c(S(=O)(=O)N2C(=S)NC(=O)C2C(C)C)c1C (centres undefined),15
Cn1nc(CC(=O)Nc2ncc(Br)s2)c2ccccc2c1=O,-33
CCOC(CCNC(=O)c1cn(-c2cccc(C)n2)cn1)OCC,5
CCOC(=O)c1c(N=CN(C)C)c(C#N)n2c1CCC2,-4
CCCCNCCOCCOc1ccc(F)cc1,1
Cc1sc2nc(N)sc2c1C,-10
COc1ccccc1-c1cc(C(=O)NCCN2CCOCC2)no1,-2
Cc1ccc(-c2nnc(-c3cccc(NC(=O)c4cccs4)c3)o2)cc1,21
COc1ccc(OC)c(S(=O)(=O)N2CCC(C(=O)Nc3cccc(C(F)(F)F)c3)CC2)c1,-31

Copied from the list.
`COc1ccccc1C(=O)Nc1ccccc1C(=O)N1CCCC1` in esBAF inh → 2
`CCOc1ccc(N2CC(C(=O)Nc3ccc(S(=O)(=O)Nc4ncccn4)cc3)CC2=O)cc1` (centres undefined) in esBAF inh → -6

Not all compounds are listed, so the mix of outcomes need not match the whole.
